Assay outcomes: PubChem BioAssay, National Center for Advancing Translational Sciences (NCATS)
HCV inhibitor – HCV inhibition | Huh7.5.1 HCVcc-Cre infection, luciferase reporter, 44 h | 340,000 tested, 3.4% active | Potency, µM (titrated, usually from 41.8 µM), without a hit: at the top dose activity change, negative = inhibition, hits mostly inhibitors; also: potency is read from the fitted curve at half-maximal effect; % is scaled to controls: 0 for no effect and ±100 for the full control effect
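Seed cells (1,000/well) for 4 h; treat with compound and infect with HCVcc-Cre, moi about 0.5. Incubate 44 h, then detect luciferase activity.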
TbPYK inhibitor – blocks Trypanosoma brucei pyruvate kinase; Q57TT1; TbPYK enzyme, Kinase-Glo Plus ATP luminescence, 45 min; Potency, µM (top dose mostly 76.8 µM), for the others: at the top dose activity, negative = inhibition, most hits filed as inhibitors; 410,000 tested, 0.12% active; also: potency is read from the fitted curve at half-maximal effect; % is scaled to controls: 0 for no effect and ±100 for the full control effect; nearly all actives have a fitted effect of over 50% in size
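In this concentration-response screen, enzyme-free wells defined baseline while DMSO plates tracked drift. Each reaction combined TbPYK, substrate, compound and 130 uM ADP for 45 min at room temperature. Kinase-Glo Plus luminescence gave the signal.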
LmPK inh – inhibitors of Leishmania mexicana pyruvate kinase. purified LmPK, Kinase-Glo ATP luminescence, 1 h. Potency, µM (doses to about 57.5 µM), for inactives: top-dose activity change, negative = inhibition, usual class: inhibitors. 290,000 tested, 0.37% active. AID 1721; also: potency is read from the fitted curve at half-maximal effect; % is scaled to controls: 0 for no effect and ±100 for the full control effect
Target sequence (Q27686 whole entry, looked up): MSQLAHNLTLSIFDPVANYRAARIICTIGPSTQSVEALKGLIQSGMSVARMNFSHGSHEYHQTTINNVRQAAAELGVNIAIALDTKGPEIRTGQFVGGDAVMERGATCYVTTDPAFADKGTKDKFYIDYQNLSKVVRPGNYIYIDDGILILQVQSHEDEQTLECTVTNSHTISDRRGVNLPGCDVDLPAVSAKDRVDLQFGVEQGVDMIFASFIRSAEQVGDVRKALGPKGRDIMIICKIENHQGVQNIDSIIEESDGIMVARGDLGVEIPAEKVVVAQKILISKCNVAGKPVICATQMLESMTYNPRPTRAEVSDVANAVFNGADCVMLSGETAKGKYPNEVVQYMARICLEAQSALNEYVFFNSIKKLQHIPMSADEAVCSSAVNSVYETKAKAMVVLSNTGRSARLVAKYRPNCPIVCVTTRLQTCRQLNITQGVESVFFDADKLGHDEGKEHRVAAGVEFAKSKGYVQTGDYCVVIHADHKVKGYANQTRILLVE
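Pyruvate kinase activity monitored as ATP production (luciferase luminescence). Conditions: 0.1 nM enzyme, 0.5 mM PEP, 0.1 mM ADP, 1 h, RT; normalized against uninhibited and no-enzyme wells.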
Pf growth 96h – inhibits malaria parasite growth, 96 h; P. falciparum luciferase reporter growth, 96 h; Potency, µM (top dose mostly 28.7 µM), inactives show top-dose activity change, negative = inhibition, hits mostly inhibitors; 320,000 tested, 6.9% active; AID 504834; also: potency is read from the fitted curve at half-maximal effect; % is scaled to controls: 0 for no effect and ±100 for the full control effect
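Readout is luminescence from an integrated firefly luciferase in P. falciparum. Red cells, 2% hematocrit and 0.05% parasitemia final, were cultured with compound through two parasite generations (96 hours) at 37 C, 5% CO2.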
Cycloheximide cs – affects cycloheximide protein synthesis inhibition readout, counter-screen; AID 2314; cell reporter, cycloheximide protein synthesis inhibition counterscreen; max response, %; 300,000 tested, 12% active; in the data active = max response mostly above about 13%, no sharp cut-off; inactive = mostly below about 14%; also: read at 38.3 µM for the half of the compounds with a filed dose; 0% is about no effect
Pf growth 48h – P. falciparum growth inhibition at 48 hours (one generation); P. falciparum luciferase growth in erythrocytes, 48 h; Potency, µM (doses to about 28.7 µM), for the others: at the top dose activity change, negative = inhibition, usual class: inhibitors; 310,000 tested, 5.9% active; also: potency is read from the fitted curve at half-maximal effect; % is scaled to controls: 0 for no effect and ±100 for the full control effect
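A one-generation exposure of luciferase-tagged malaria parasites in RPMI 1640/Albumax erythrocyte culture, 37 C and 5% CO2. Inhibition is inferred from decreased luminescence after adding detection reagent.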
Shiga toxin inh – Shiga toxin inhibition; Vero cells, Shiga toxin protein synthesis inhibition reporter; inhibition, % at 38.7 µM; 290,000 tested, 9.2% active; AID 2315; in the data active = inhibition mostly above about 28%, no sharp cut-off; inactive = mostly below about 43%; also: 0% is about no effect
* marks the source's active call; other numbers are inactive results; ? = inconclusive; . = no result given; [ ] = another dose, or the depositor's remark. Unless noted, calls follow the shape of the dose curve; as a rule, active = well fitted curve in the direction sought with a large enough effect; inconclusive = small, poorly fitted or top-dose-only effect, or another doubt; inactive = no such curve, though single readings can be large; an effect the other way counts as inactive or inconclusive. Outcome played no part in choosing rows; overall some 24% were active at least once.

SMILES	HCV inhibitor	TbPYK inhibitor	LmPK inh	Pf growth 96h	Cycloheximide cs	Pf growth 48h	Shiga toxin inh
O=C(COC(=O)c1cccc(Br)c1)Nc1ccc2[nH]c(=O)[nH]c2c1	-1%	2%	.	-5%	.	0%	.
O=C(O)CCNc1nc(-c2ccccc2)c2cc(Br)ccc2n1	-11%	5%	5%	-24%	-3	26%	-8
CCCN1CCN(CC(=O)Nc2nnc(C)s2)CC1	12%	-3%	0%	?	7	1%	-7
COC(=O)c1cccc(NC(=O)CSc2nnc(COc3cccc(C)c3)n2C)c1	-16%	-8%	0%	-20%	-3	-20%	-16
Cc1cc(C(=O)CN2CCC(C)CC2)c(C)n1-c1ccccc1F	-25%	2%	2%	-32%	2	89%[activator]	-5
COc1ccc(C2=NN(c3nc(C)cc(C)n3)C(=O)C2)cc1	13%	-1%	-2%	40%[activator]	-2	-13%	-11
COc1ccc(OC)c(CN2C(=O)CCC2(C)C(=O)NC2CCCCCC2)c1 (stereo unspecified)	-4%	-11%	-5%	0%	-5	1%	1
Cc1c(CC(=O)NCC(=O)O)c(=O)oc2cc3c(cc12)CCC(C)(C)O3	11%	1%	2%	0%	1	-6%	6
COc1ccc(Cl)cc1NC(=O)C1CCCN(c2cc(C)nc3ncnn23)C1 (stereo unspecified)	?	-4%	2%	53%[activator]	9	?	-19
CN(C)S(=O)(=O)N1CCCC(C(=O)c2ccc(-c3ccccc3)c(F)c2)C1 (stereo unspecified)	22µM*	2%	12%	26%	15*	?	35*
CCN(CC)S(=O)(=O)c1cc(NC(=O)c2cccc(N3C(=O)CCC3=O)c2)ccc1Cl	?	3%	.	-12%	.	?	.
CCN(CC)C(=O)CSc1nnc2nnc3cc(C)ccc3n12	4%	0%	6%	-23%	-2	?	-9

Reformatted as labelled records: entries from further up
COc1ccc(Cl)cc1NC(=O)C1CCCN(c2cc(C)nc3ncnn23)C1 (stereo unspecified)
  HCV inhibitor: ?
  TbPYK inhibitor: -4%
  LmPK inh: 2%
  Pf growth 96h: 53%[activator]
  Cycloheximide cs: 9
  Pf growth 48h: ?
  Shiga toxin inh: -19
CCCN1CCN(CC(=O)Nc2nnc(C)s2)CC1
  HCV inhibitor: 12%
  TbPYK inhibitor: -3%
  LmPK inh: 0%
  Pf growth 96h: ?
  Cycloheximide cs: 7
  Pf growth 48h: 1%
  Shiga toxin inh: -7
COc1ccc(OC)c(CN2C(=O)CCC2(C)C(=O)NC2CCCCCC2)c1 (stereo unspecified)
  HCV inhibitor: -4%
  TbPYK inhibitor: -11%
  LmPK inh: -5%
  Pf growth 96h: 0%
  Cycloheximide cs: -5
  Pf growth 48h: 1%
  Shiga toxin inh: 1

The list goes on:
SMILES	HCV inhibitor	TbPYK inhibitor	LmPK inh	Pf growth 96h	Cycloheximide cs	Pf growth 48h	Shiga toxin inh
Oc1ccc(/C=N/NC(=S)N/N=C/c2ccc(O)cc2)cc1	?	-20%	?	6%	40*	75%[activator]	62*
CCN(NC(=O)C(O)(c1ccccc1)c1ccccc1)C(=O)c1ccccc1	-4%	3%	-1%	27%	-2	11%	-9
CCOC(=O)c1sc(C)c2c1NC(C)(c1cccs1)NC2=O (stereo unspecified)	?	-2%	0%	.	1	?	12
N#CC1=C(N)OC2=C(C(=O)CCC2)C1c1ccccc1 (stereo unspecified)	11%	-1%	-2%	?	-4	-1%	14
COc1cccc(C(=O)N2CCCC(Nc3ccc(C)c(C)c3)C2)c1 (stereo unspecified)	-8%	-3%	5%	?	0	-3%	2
COc1ccccc1NS(=O)(=O)c1ccccc1C#N	9%	-7%	1%	?	-2	1%	-14
O=C(Nc1cccc(O)c1)c1cccc(S(=O)(=O)N2CCCCCC2)c1	?	3%	-1%	2%	23*	4%	44*
Cc1ccc(-c2cc(C(=O)NCc3ccccn3)c3ccccc3n2)cc1C	?	?	-2%	-8%	31*	8.3µM*	66*
CCCCNC(=O)c1cc(C)nc2ccccc12	7%	-5%	8%	38%[activator]	-2	50%[activator]	-5
O=C(c1ccoc1)N1CCC(CO)(CCc2ccccc2)CC1	-7%	5%	6%	12µM*	9	6%	9
CC(=O)c1nnn(-c2c(F)cccc2F)c1C	1%	-9%	2%	41%[activator]	12*	78%[activator]	19
OCCCCc1nccc2c1[nH]c1ccccc12	-19%	-2%	-4%	27%	-5	-6%	24
CCOC(=O)N1CCC(NC(=O)CS(=O)(=O)Cc2nc(-c3ccccc3Cl)oc2C)CC1	?	-1%	-1%	?	0	18%	-6
COc1ccccc1CN(C(=O)CNC(=O)c1ccco1)C(C(=O)NCC1CCCO1)c1ccc(OC)c(OC)c1 (stereo unspecified)	-10%	2%	9%	?	2	0%	-3
COCCNC(=O)c1ccc(N2CC3CC(C2)c2cccc(=O)n2C3)c([N+](=O)[O-])c1 (stereo unspecified)	-7%	-3%	12%	?	3	35%	4
CCN1C(=NCC2CC2)N[C@@H](c2ccccc2)C(C(=O)OC)=C1C	-17%	5%	-22%	54%[activator]	-2	3%	-5
COc1ccc(S(=O)(=O)N2CCC(c3cc(-c4cccc5ccccc45)n[nH]3)CC2)cc1	?	-5%	4%	?	-2	?	-8
CC(C)=CC(=O)NCCc1ccccc1	.	0%	-23%	.	45*	211%[activator]	93*
COc1cc([C@@H]2CC=C(C(=O)O)[C@H](c3ccccc3F)N2S(=O)(=O)c2ccc(C)cc2)cc(OC)c1OC	30%[activator]	3%	.	10µM*	.	10µM*	.
CC(=O)NC(C)C12CC3CC(CC(CC(=O)O)(C3)C1)C2 (stereo unspecified)	23%	1%	-9%	.	-2	20%	0
CC(=O)c1cccc(NC(=O)c2cccc(S(=O)(=O)N3CCOCC3)c2)c1	-15%	2%	-2%	13%	3	-24%	-5
O=C(CSCc1ccc(Cl)cc1)Nc1ccc(O)cc1C(=O)O	20%	-4%	4%	380%[activator]	4	0%	-14
O=C(CCN1C(=O)C2C3C=CC(C3)C2C1=O)Nc1ccc(F)cc1 (stereo unspecified)	5%	-2%	0%	7%	2	8%	-4
Clc1cccc(Cl)c1-c1nnc2cccc(Cl)n12	10%	4%	4%	-11%	2	11%	-1

A draw from above in order of SMILES length, largest number first:
SMILES	HCV inhibitor	TbPYK inhibitor	LmPK inh	Pf growth 96h	Cycloheximide cs	Pf growth 48h	Shiga toxin inh
COc1ccc(S(=O)(=O)N2CCC(c3cc(-c4cccc5ccccc45)n[nH]3)CC2)cc1	?	-5%	4%	?	-2	?	-8
CC(=O)c1cccc(NC(=O)c2cccc(S(=O)(=O)N3CCOCC3)c2)c1	-15%	2%	-2%	13%	3	-24%	-5
CCN1C(=NCC2CC2)N[C@@H](c2ccccc2)C(C(=O)OC)=C1C	-17%	5%	-22%	54%[activator]	-2	3%	-5
O=C(CCN1C(=O)C2C3C=CC(C3)C2C1=O)Nc1ccc(F)cc1 (stereo unspecified)	5%	-2%	0%	7%	2	8%	-4
O=C(CSCc1ccc(Cl)cc1)Nc1ccc(O)cc1C(=O)O	20%	-4%	4%	380%[activator]	4	0%	-14
Clc1cccc(Cl)c1-c1nnc2cccc(Cl)n12	10%	4%	4%	-11%	2	11%	-1
CC(C)=CC(=O)NCCc1ccccc1	.	0%	-23%	.	45*	211%[activator]	93*

(list continues)
SMILES	HCV inhibitor	TbPYK inhibitor	LmPK inh	Pf growth 96h	Cycloheximide cs	Pf growth 48h	Shiga toxin inh
Cc1ccc(S(=O)(=O)N(C)c2cc(S(=O)(=O)N3CCC(C)CC3)c(C)cc2C)cc1	10µM*	-8%	5%	12µM*	-1	10µM*	7
Cc1cc2c(OCC(O)CNC(C)(C)C)cccc2[nH]1 (stereo unspecified)	-14%	-1%	3%	.	1	18%	-18
O=C(CNC(=O)c1sc2ccccc2c1Cl)NCc1cccc(C(F)(F)F)c1	6%	4%	.	-2%	.	?	.
C#CCNC(=O)C1=C[C@@H](C2CC2)C[C@@H](OCCCCO)O1	16%[8.37 µM]	1%	-2%	28%	-4	32%[activator]	-2
Cc1ccc(NC(=O)CN(C)C(=O)CSc2ccc3c(c2)OCCO3)cc1	16%	-7%	.	18%	.	-6%	.
CCOC(=O)c1c(C)nc2c(c(SC)nn2-c2ccccc2)c1N	10µM*	0%	-4%	?	-1	?	-5
Cc1ccc(S(=O)(=O)NCCC(=O)NCc2ccc3c(c2)OCO3)cc1C	8%	12%	11%	2%	-3	.	-5
COc1ccc(CCNCc2c(OC)ccc3ccccc23)cc1	?	24%	1%	?	-1	?	34
Cn1cnc2c(=O)[nH]cc([N+](=O)[O-])c21	-4%	2%	1%	?	-4	?	2
CCCCSc1nc2[nH]ncc2c(=O)[nH]1	10%	-5%	2%	-16%	-7	12%	-5
Cc1cc(C)cc(NC(=S)/C(=C(\[O-])c2ccc(Cl)s2)[n+]2cccc(C)c2)c1	-10%	-1%	0%	-24%	-2	?	-11
Cc1ccc(NC=C(S(=O)(=O)c2ccccc2)S(=O)(=O)c2ccccc2)cc1	12%	-2%	4%	-29%	7	?	10
CCCCCN(C(=O)NC(=O)Nc1ccccc1C)S(C)(=O)=O	?	2%	5%	?	0	28%	40
C[C@@H](C(=O)Nc1ccc2ccccc2c1)[C@H]1C[C@]1(C)[C@H](NC(=O)c1cccnc1)c1ccccc1	?	5%	4%	5.2µM*	-6	5.2µM*	-15
CCC(C(=O)NCCCN1CCN(C)CC1)n1nc(C)n2c(cc3occc32)c1=O (stereo unspecified)	17%	-1%	3%	6%	-1	-17%	12
O=C(COC(=O)c1ccc[nH]c1=O)NCC1CCCO1 (stereo unspecified)	2%	7%	-2%	13%	4	3%	-2
CCOC(=O)c1csc(NC(=O)CSc2nnnn2-c2ccc(OCC)cc2)n1	12%	-12%	0%	.	-2	-5%	23
COCc1cc(C)nc(SCC(=O)Nc2cccc(C)c2)c1C#N	-6%	-8%	4%	121%[activator]	6	8%	20
CN(CC(=O)Nc1ccc(Cl)cc1)C(=O)c1ccc(N2CCCC2=O)cc1	22%	4%	.	57%[activator]	.	37%[activator]	.
Nc1nnc(SCC(=O)OCC(=O)c2ccccc2)s1	22%	-9%	5%	12%	-2	7%	-10
CCCCn1c(N)c(N(CCC(C)C)C(=O)C2=NN(c3ccccc3)C(=O)CC2)c(=O)[nH]c1=O	14%	3%	.	14%	.	1%	.
O=C(COc1ccc(Cl)cc1)NC1CC1	13%	4%	-7%	-25%	14	22%	10
CCC(CC)NC(=O)COC(=O)c1cccc(C)c1O	-4%	-4%	6%	37%[activator]	-2	.	-15
O=C1CCCC2=C1C(c1ccccc1)C1C(=O)c3ccccc3C1=N2 (stereo unspecified)	?	?	0%	-8%	2	-24%	-7
Cc1nc(N2CCN(c3ccccn3)CC2)c2c(C)c(C(=O)Nc3ccc(F)cc3Cl)sc2n1	?	2%	-6%	14%	11	?	-6
Cc1ccc(N=C2C(=O)Nc3ccc(C)c(Br)c32)cc1	2%	-9%	-5%	9%	-2	-1%	17
CCCCN(C(=O)CCNC(=O)NC12CC3CC(CC(C3)C1)C2)c1c(N)n(CCCC)c(=O)[nH]c1=O	-4%	-5%	.	?	.	13µM*	.
